# M1 ag: human M1 muscarinic receptor agonists, primary screen, Fluo-8 calcium fluorescence, CHO-K1 cells, HTS | CHO-K1 hM1, agonist mode; 0% DMSO, 100% acetylcholine EC100 | activation, % at 3 µM | 360,000 compounds, 0.33% hits | AID 588814, 2011 | Muscarinic acetylcholine receptor M1 (Homo sapiens), P11229;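 active means activation above the run's mean compound activation plus 3 SD, cut at about 16% in these data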;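 further: peak over basal fluorescence ratio within a 140 s kinetic read after compound addition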
# Target sequence (P11229 whole entry, looked up): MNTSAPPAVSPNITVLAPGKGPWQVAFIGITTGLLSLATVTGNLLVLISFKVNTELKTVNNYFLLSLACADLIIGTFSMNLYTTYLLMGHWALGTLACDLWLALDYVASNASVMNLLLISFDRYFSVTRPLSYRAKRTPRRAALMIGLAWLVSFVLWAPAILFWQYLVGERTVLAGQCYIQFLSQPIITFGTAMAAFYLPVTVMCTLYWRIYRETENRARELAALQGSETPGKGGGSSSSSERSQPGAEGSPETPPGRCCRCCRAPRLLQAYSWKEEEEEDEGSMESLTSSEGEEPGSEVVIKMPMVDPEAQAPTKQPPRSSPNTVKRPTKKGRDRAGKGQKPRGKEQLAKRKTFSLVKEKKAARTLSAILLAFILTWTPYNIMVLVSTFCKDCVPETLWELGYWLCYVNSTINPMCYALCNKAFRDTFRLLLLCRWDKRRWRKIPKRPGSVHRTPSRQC
# TAAR1 agonist: human TAAR1 agonists, primary screen, Fluo-8 calcium fluorescence, CHO RD-HGA16 cells; vehicle wells 0%, saturating PEA agonist 100%; activation, % at 3 µM; 360,000 compounds, 0.99% hits;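 active means activation above the mean activation of all test compounds in the run plus 3 SD, cut at about 38% in these data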
#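 Benchmarks: low control DMSO, high control PEA (EC100); System: CHO RD-HGA16 cells carrying human TAAR1 plus Gα16; Detection: Fluo-8 fluorescence, 5 s baseline then 140 s kinetic read; Schedule: 17-24 h plating, Fluo-8 75 min 37 °C, 30 min RT; Read-out basis: % activation from peak over basal fluorescence ratio, DMSO-to-PEA scaled.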
# CHO-K1 Ca ag: counter-screen for M1 agonists: effect in parental CHO-K1 cells; Fluo-8 calcium fluorescence; scaled to maximal ATP response, vehicle zero; activation, % at 3 µM; 360,000 compounds, 0.48% hits; in the data active means activation above about 15%;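 further: untransfected CHO-K1 host cells lacking M1 receptor as counterscreen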
# OXTR potentiator: human OXTR potentiators, primary screen, fluorescence, CHO-OTR cells, Fluo-8 calcium | Oxytocin receptor (Homo sapiens), P30559 | Fluo-8 calcium fluorescence, potentiator mode; 0% = oxytocin EC15, 100% = EC100 | activation, % at 3 µM | 320,000 compounds, 0.061% hits | AID 2445, 2010;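 active means activation above that plate's cutoff, the mean activation of tested compounds plus 3 SD, cut at about 6.6% in these data, passing the limit was not always enough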;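 further: 100% uses oxytocin at 75 nM as the full agonist control; some results filed as inactive read as strong as hits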
#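 Replication – single well per compound, singlicate · Assay system – CHO cell line stably expressing human OTR · Timing – 6 min pre-incubation, 100 s read · Measure – normalized max/min fluorescence ratio, % activation · Doses – 3.0 µM, one dose · Detection – Fluo-8 calcium dye fluorescence · Probe or stimulus – oxytocin near EC15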
# CHO-K1 Ca antag: counter-screen for M1 antagonists: effect in parental CHO-K1 cells; inhibition, % at 3 µM; 360,000 compounds, 0.6% hits; ATP-induced calcium, Fluo-8 fluorescence;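 active means inhibition above a per-plate cutoff, the plate's mean sample inhibition plus 3 SD, cut at about 24% in these data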;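 further: 0% = DMSO plus EC80 ATP and 100% = DMSO alone without ATP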
# V1aR counter: agonists of human V1a receptor, primary screen, counter-screen for OXTR agonist project, fluorescence, CHO-V1R cells. Vasopressin V1a receptor (Homo sapiens), P37288. Fluo-8 calcium fluorescence, agonist mode; 0% DMSO, 100% 3 nM vasopressin. activation, % at 3 µM. 320,000 compounds, 0.25% hits. AID 2797, 2010;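 active means activation above the mean activation of all tested compounds plus 3 SD, per screening run, cut at about 20% in these data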;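 further: signal is peak over basal fluorescence ratio across a 100 second FLIPR read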
# Target sequence (P37288 whole entry, looked up): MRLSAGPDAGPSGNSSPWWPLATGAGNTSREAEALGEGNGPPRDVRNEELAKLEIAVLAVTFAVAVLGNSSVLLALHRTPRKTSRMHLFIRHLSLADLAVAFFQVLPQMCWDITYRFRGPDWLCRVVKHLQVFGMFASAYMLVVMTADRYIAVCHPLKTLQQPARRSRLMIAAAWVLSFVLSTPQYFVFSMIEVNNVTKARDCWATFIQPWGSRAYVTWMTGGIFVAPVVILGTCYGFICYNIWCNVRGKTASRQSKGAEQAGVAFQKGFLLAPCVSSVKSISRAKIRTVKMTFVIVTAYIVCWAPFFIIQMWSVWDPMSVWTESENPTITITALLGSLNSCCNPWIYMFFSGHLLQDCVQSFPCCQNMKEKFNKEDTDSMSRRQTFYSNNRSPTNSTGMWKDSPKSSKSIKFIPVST
# CHO parental Ca: ATP-evoked calcium signal inhibitors, parental CHO, primary screen, counter-screen for OX1R antagonist project, cell-based, fluorescence, Fluo-8 calcium dye. 330,000 compounds, 0.63% hits. inhibition, % at 5.6 µM. parental CHO-K1, ATP-induced calcium, Fluo-8 fluorescence;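 active means inhibition above that plate's mean sample inhibition plus 3 SD, cut at about 26% in these data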;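 further: 0% = ATP-challenged DMSO wells and 100% = DMSO wells without ATP; some compounds past the cut are filed as inactive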
#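 test system = CHO parental line | reagent = ATP stimulus | measured by = intracellular calcium via Fluo-8 no-wash fluorescent dye | control set = ATP and no-ATP DMSO wells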
# TAAR1 antagonist: human TAAR1 antagonists, primary screen, Fluo-8 calcium fluorescence, CHO RD-HGA16 cells. Trace amine-associated receptor 1 (Homo sapiens), Q96RJ0. antagonist. inhibition, % at 3 µM. 360,000 compounds, 1.5% hits. AID 624466, 2012;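 active means inhibition above a per-plate cutoff, the mean inhibition of test compounds on that plate plus 3 SD, cut at about 49% in these data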;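 further: 0% = DMSO plus EC80 beta-PEA response and 100% = DMSO alone without agonist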
#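 Test system – hTAAR1-expressing CHO RD-HGA16 cells, Gα16-coupled · Reagent – β-PEA at EC80 concentration, post-compound challenge · Compound dosing – 3 µM, single point · Timing – 140 s kinetic read after compound, 140 s after agonist · Detection – Fluo-8 intracellular calcium dye fluorescence, real-time kinetic reads · Control set – DMSO and EC80 PEA controls · Repeats – n of 1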
# CHO-K1 Ca PAM: nonselective calcium activators in parental CHO-K1 cells, primary screen, counter-screen for M1 PAM project, cell-based, Fluo-8 calcium fluorescence, full deck, 1536-well; ATP EC20; 0% at ATP EC20, 100% at ATP max; activation, % at 3 µM; 360,000 compounds, 0.02% hits; AID 602247, 2012;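 active means activation above the run cutoff, the mean activation of all test compounds plus 3 SD, cut at about 40% in these data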;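 further: peak over basal fluorescence ratio in a 140 s read after ATP addition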
# Numbers without * were called inactive; / = not tested or not shown.
# Preview (six entries):
item	Compound	M1 ag	TAAR1 agonist	CHO-K1 Ca ag	OXTR potentiator	CHO-K1 Ca antag
1	Cc1cc(C2=CC(=O)C[C@H](c3ccc4c(c3)OCO4)C2)ccc1F	-6	1	2.7	-6	-13
2	COC(=O)CSc1ccc(S(=O)(=O)N2CCC(C)CC2)cc1[N+](=O)[O-]	-6	-3	0.4	-8	-10
3	COc1ccc(C(=O)N2CCC(C(=O)O)CC2)c2ccccc12	-2	3	1.6	3	-16
4	O=C(OCn1ncc(Cl)c(Cl)c1=O)c1ccc(C(F)(F)F)cc1	-6	13	-0.3	/	-3
5	CCOC(=O)C(CCOc1cccc(CC)c1)C(=O)OCC	-4	1	-0.1	-1	5
6	CS(=O)(=O)N(CC(=O)NCc1ccncc1)c1ccc(Cl)c(Cl)c1	-5	8	2.2	7	-25

item	V1aR counter	CHO parental Ca	TAAR1 antagonist	CHO-K1 Ca PAM
1	0.4	-25	36	18
2	0.8	-10	17	20
3	0.6	14	0	17
4	/	/	66*	1
5	-0.7	-3	2	5
6	0.3	-10	-12	16

# Results, previewed entries included:
item	Compound	M1 ag	TAAR1 agonist	CHO-K1 Ca ag	OXTR potentiator	CHO-K1 Ca antag
1	Cc1cc(C2=CC(=O)C[C@H](c3ccc4c(c3)OCO4)C2)ccc1F	-6	1	2.7	-6	-13
2	COC(=O)CSc1ccc(S(=O)(=O)N2CCC(C)CC2)cc1[N+](=O)[O-]	-6	-3	0.4	-8	-10
3	COc1ccc(C(=O)N2CCC(C(=O)O)CC2)c2ccccc12	-2	3	1.6	3	-16
4	O=C(OCn1ncc(Cl)c(Cl)c1=O)c1ccc(C(F)(F)F)cc1	-6	13	-0.3	/	-3
5	CCOC(=O)C(CCOc1cccc(CC)c1)C(=O)OCC	-4	1	-0.1	-1	5
6	CS(=O)(=O)N(CC(=O)NCc1ccncc1)c1ccc(Cl)c(Cl)c1	-5	8	2.2	7	-25
7	COc1ccc(C)cc1N(CC(N)=O)S(=O)(=O)c1ccc(C)cc1	-1	7	0.1	-11	15
8	CN(/N=C/c1ccncc1)C1=NCCN1	-7	0	0.8	-5	-14
9	C=C(C)CSCc1nc2ccccc2[nH]1	2	11	0.2	-3	-1
10	C[N+]1(CC2COC3(CCCCC3)O2)CCCCC1 (configuration not stated)	-6	1	-0.2	-8	-6
11	O=C(CCNC(=O)c1ccccc1Cl)Nc1cc(S(=O)(=O)N2CCOCC2)ccc1N1CCOCC1	-2	3	0.0	-1	-15
12	Clc1ncn(C23CC4CC(CC(C4)C2)C3)n1	-7	21	-0.1	0	2
13	COc1ccc(NS(=O)(=O)c2cccc(C(=O)N/N=C/c3cn(-c4ccccc4)nc3-c3ccc(OC)cc3)c2)cc1	-2	-1	-0.6	8.9*	-4
14	O=C(N/N=C/c1ccccc1)NC1CCCCC1	-1	31	0.6	-11	18
15	CC(C)c1nc(N2CCN(C(=O)c3ccco3)CC2)c(C#N)c2c1COC(C)(C)C2	-9	-3	2.3	1	-12

item	V1aR counter	CHO parental Ca	TAAR1 antagonist	CHO-K1 Ca PAM
1	0.4	-25	36	18
2	0.8	-10	17	20
3	0.6	14	0	17
4	/	/	66*	1
5	-0.7	-3	2	5
6	0.3	-10	-12	16
7	-0.3	-14	11	-13
8	3.8	-5	9	1
9	-0.1	-10	14	2
10	0.8	-4	-25	6
11	0.7	-32	3	22
12	-0.1	-5	-10	8
13	1.1	-5	-6	-4
14	1.5	-7	-8	-15
15	-1.5	-29	26	11

item	Compound	M1 ag	TAAR1 agonist	CHO-K1 Ca ag	OXTR potentiator	CHO-K1 Ca antag
16	Cc1ccc2c(c1)CCCN2S(=O)(=O)c1cccc(C(=O)Nc2ccccc2C(=O)O)c1	-2	-2	-0.2	-7	-6
17	COc1ccc(CNCC(O)(c2ccc(F)cc2)c2ccc(F)cc2)cc1	-10	25	7.6	-12	10
18	CC(=O)Nc1ccc2c(c1)OCO2	-4	16	0.8	-2	1
19	COCCNC(=O)c1ccc(C)c(S(=O)(=O)Nc2ccc(C)cc2)c1	-3	5	0.9	-8	-19
20	O=C(CSc1nnc2ccccn12)NCc1ccco1	-5	2	0.2	0	-12
21	COc1cc(OC)c(NC2=NCCCCC2)cc1Cl	-5	0	-0.2	-6	19
22	CCC(Cc1ccccc1)n1c(=S)[nH]c2ccccc2c1=O (configuration not stated)	-6	8	11	-1	-8
23	COc1ccccc1N1CCN(C(=O)c2cc3c(s2)-c2ccccc2OC3)CC1	-5	2	1.6	-7	2
24	CCS(=O)CCSc1nc2ccccc2s1 (configuration not stated)	-1	11	0.3	-6	-12
25	COc1ccc(C(C(=O)Nc2ccc(C(C)C)cc2)N(Cc2ccco2)C(=O)CC2NC(=O)NC2=O)cc1 (configuration not stated)	-2	0	-0.2	-5	3
26	CCc1nc2ccc(C(=O)NCCOc3ccc(OC)cc3)cn2c1N(C)Cc1ccc(N(C)C)cc1	-8	0	0.8	/	-9
27	COc1ccc(CC(N)c2csc(NC(=O)C(c3ccccc3)c3ccccc3)n2)cc1 (configuration not stated)	0	47*	4.1	/	2
28	COC(=O)c1ccc(C(=O)OC)c(NC(=O)CSc2ccccn2)c1	-9	2	1.0	-5	-6
29	CCOC(=O)/C(N=Nc1sc(C(=O)OC)c(C)c1C(=O)OCC)=C(\O)CCl	-2	1	2.4	-10	-4
30	CNC(=O)c1c(NC(=O)C2=COCCO2)sc(C)c1C	-4	1	-0.2	2	-3

item	V1aR counter	CHO parental Ca	TAAR1 antagonist	CHO-K1 Ca PAM
16	-0.9	-6	-81	-1
17	3.6	-22	16	21
18	0.6	1	-9	14
19	0.6	-7	14	10
20	0.1	-8	3	8
21	0.4	-16	-16	-9
22	-0.2	-20	-3	23
23	0.9	-23	37	16
24	0.2	-15	2	6
25	1.9	-7	-8	-7
26	/	/	25	1
27	/	/	23	14
28	-0.7	-19	9	13
29	2.7	-16	1	11
30	0.0	1	-15	4

item	Compound	M1 ag	TAAR1 agonist	CHO-K1 Ca ag	OXTR potentiator	CHO-K1 Ca antag
31	CCCCCCCNC(=O)C1(CC2CC(c3ccc(Cl)cc3)=NO2)CCNCC1 (configuration not stated)	-3	12	-0.6	4	1
32	COCCCNC(=O)C1=CCN(S(=O)(=O)c2ccc(OC)cc2)CC1	-3	1	0.5	-3	-12
33	O=C(Cn1cnc2ccc(Br)cc2c1=O)c1cccs1	-3	/	0.5	-22	-14
34	C/C(=N\NC(=O)Cn1cc([N+](=O)[O-])cn1)c1ccco1	-2	1	5.5	-2	-3
35	COC(=O)c1ccccc1OCC(=O)N1CCN(c2ccc(OC)cc2)CC1	-2	4	0.5	-11	-18
36	Cc1nc(SCc2ccc(O)c([N+](=O)[O-])c2)c([N+](=O)[O-])[nH]1	-1	0	8.4	1	-6
37	N#CCc1ccc(NS(=O)(=O)c2ccc(N3CCCC3=O)cc2)cc1	3	2	3.0	-7	-21
38	Cc1ccc(F)c(NC(=O)c2ccc(Cn3cc(Cl)cn3)cc2)c1	8	26	4.7	-18	6
39	CC(=O)OC(/C(O)=C(\C#N)c1nc2ccccc2[nH]1)c1ccccc1 (configuration not stated)	-1	11	2.7	-5	-15
40	O=C(Cn1c(=O)[nH]c2ccsc2c1=O)N1CCN(c2ccc(F)cc2)CC1	/	10	/	-8	/
41	CCOc1cc(CN2CCN(c3ccc(C(C)=O)cc3)CC2)ccc1OC	-7	2	2.1	-3	-19
42	O=C(Nc1ccc2ccccc2c1)c1cccc2ccccc12	2	2	0.9	/	-9
43	O=C(Nc1ccccc1)N1CCCN(c2ccc(C(F)(F)F)cn2)CC1	2	0	5.2	-5	14
44	O=C(O)c1ccccc1-c1ccccc1C(=O)NCc1ccccc1Cl	1	2	-0.3	5	15
45	O=C(Nc1ccc2c(c1)[C@@H]1C[C@@H](CC(=O)N3CCCCC3)O[C@@H](CO)[C@@H]1O2)NC1CCCCC1	1	6	-0.3	/	-8

item	V1aR counter	CHO parental Ca	TAAR1 antagonist	CHO-K1 Ca PAM
31	1.8	-21	4	-1
32	0.2	3	-5	0
33	0.9	-5	/	4
34	-0.4	-3	-5	16
35	1.2	-9	-7	16
36	0.5	-7	-30	6
37	5.5	2	10	7
38	12	4	13	2
39	2.0	-15	-22	12
40	2.8	-7	10	/
41	3.1	-10	11	22
42	/	/	17	-3
43	5.4	-9	-5	-4
44	0.3	-9	-3	9
45	/	/	-21	-4

item	Compound	M1 ag	TAAR1 agonist	CHO-K1 Ca ag	OXTR potentiator	CHO-K1 Ca antag
46	COc1cccc(CNC(=O)c2cc3ccccn3n2)c1	-4	0	2.0	0	-23
47	Cc1ccc(CN2CCN(Cc3cn[nH]c3-c3cccc(F)c3)CC2CCO)o1 (configuration not stated)	-5	16	0.9	-20	-21
48	COc1ccc(C(=O)NCc2ccon2)cc1OC1CCN(C(C)C)CC1	-5	4	0.7	4	-4
49	O=C(NCCC1=CCCCC1)c1cnsn1	-4	17	-0.3	4	-5
50	CN(C)NC(=S)Nc1ccc(S(=O)(=O)N2CCCCC2)cc1	-1	5	1.3	-6	-5
51	CCOC(=O)C(=O)c1c(-c2ccccc2)nc2ccccn12	-4	5	0.2	1	-4
52	CC(Sc1ncccn1)C(=O)NNC(=O)c1cccc(Cl)c1 (configuration not stated)	2	2	0.3	7	-3
53	CCOC(=O)NN1C(=O)c2ccccc2NC1C (configuration not stated)	-4	14	-0.3	-8	1
54	CC1(C)CC(=O)c2c(nn(-c3ccccc3)c2-c2ccncc2)C1	-6	2	-0.4	-7	2
55	Cc1[nH]c2ccccc2c1SCc1ccccc1	-10	-3	0.4	-5	-8

item	V1aR counter	CHO parental Ca	TAAR1 antagonist	CHO-K1 Ca PAM
46	-0.2	-5	10	23
47	-0.4	-17	-36	8
48	1.8	-4	-26	8
49	-0.2	-3	-11	0
50	1.2	-1	-4	3
51	-1.3	8	4	15
52	2.1	-2	0	17
53	0.6	17	3	-7
54	0.2	-10	6	7
55	-0.8	9	34	22
